Nrf2 inh: Nrf2 qHTS screen for inhibitors; A549 ARE-Fluc reporter, luciferase luminescence, 18-24 h; Potency, µM (top dose mostly 46 µM), for inactives: top-dose activity change, negative = inhibition, most hits filed as inhibitors; actives 2.1% (n = 360,000); AID 504444, 2011; note: potency is the fitted concentration of half-maximal effect; % is set by controls: 0 for no effect and ±100 for the full control effect; nearly all actives have a fitted effect of over 60% in size
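Nrf2 function is reported as luminescence of an ARE-controlled luciferase in A549 cells. Compounds were tested at several concentrations, and a CellTiter-Fluor read on the same wells flagged cytotoxicity.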
TGFb inhibitor: qHTS for Inhibitors of TGF-b; HepG2 CAGA-GFP TGF-b/SMAD3 reporter, GFP fluorescence, 18 h; TGF-beta stimulated, 500 pg/mL final; Potency, µM (doses to about 46.1 µM), inactives show at the highest dose activity, negative = inhibition, most hits filed as inhibitors; actives 1.2% (n = 410,000); AID 588855, 2011; note: potency is the fitted concentration of half-maximal effect; % is set by controls: 0 for no effect and ±100 for the full control effect; nearly all actives have a fitted effect of over 65% in size
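HEPG2 CAGA-GFP, 1000 cells/well; 2 h settle, 37 C; cpd via pin tool; TGF-b 500 pg/mL final; 18 h, 37 C; GFP imaging ex488/em500-530; %Activity normalised to -TGF-b and +DMSO controls; CRC fit, curve class.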
ATXN viability: Viability Counterscreen for Primary qHTS for Inhibitors of ATXN expression | S2 cells (HEK-293 line with an ATXN2-luciferase reporter) viability, CellTiter-Fluor protease fluorescence, 24 h | Potency, µM (titrated, usually from 56.7 µM), most hits filed as cytotoxic | actives 0.49% (n = 400,000) | AID 651635, 2014; note: potency is the fitted concentration of half-maximal effect; nearly all actives have a fitted effect of over 40% in size
IL-1B inflam inh: qHTS for Inhibitors of Inflammasome Signaling: IL-1-beta AlphaLISA Primary Screen; THP-1 LPS/ATP IL-1B secretion, AlphaLISA, 16 h; hits give low values; activity change, % at 57.5 µM; actives 4.7% (n = 360,000); AID 743279, 2014; in the data active = activity change below about -50%; inconclusive = mostly about -30% to -49%; note: % is set by controls: 0 for no effect and ±100 for the full control effect
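Secreted IL-1B measured by AlphaLISA bead assay after 16 h compound exposure of THP-1 cells; compounds (final up to 57.5 uM) added 1 h before LPS (250 ng/mL) and ATP (1.25 mM) stimulation; lower signal means less secretion.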
HepG2 tox: qHTS for Inhibitors of TGF-b: Cytotox Counterscreen; actives 0.76% (n = 410,000); Potency, µM (top dose mostly 46.1 µM), without a hit: at the highest dose activity change, negative = cytotoxicity, most hits filed as cytotoxic; HepG2 CAGA-GFP viability, ATP luminescence, 18 h; note: potency is the fitted concentration of half-maximal effect; some results filed as inactive show a strong effect at the top dose
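HepG2 CAGA-GFP cells (1000/well, DMEM with 1% FBS) received compound, then TGF-beta at 500 pg/mL final, and were incubated 18 hours at 37 degrees C. Viability was read by CellTiter-Glo luminescence. Media-only wells were set as complete cell-killing and DMSO as no toxicity.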
A549 tox: Nrf2 qHTS screen for inhibitors: counterscreen for cytotoxicity; actives 0.16% (n = 390,000); Potency, µM (highest dose often 46 µM), without a hit: at the highest dose activity change, negative = cytotoxicity, usual class: inhibitors; A549 ARE-Fluc cells, CellTiter-Fluor viability, 18-24 h; note: potency is the fitted concentration of half-maximal effect; % is set by controls: 0 for no effect and ±100 for the full control effect
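A549 ARE-Fluc cells in 5% FBS OPTI-MEM, 5000 cells/well, rested 2 h then exposed to compounds in concentration-response for 18-24 h at 37 °C. Viability by CellTiter-Fluor fluorescence (Ex 405/Em 525) after 30 min; luciferase luminescence (BugLite, 15 min, RT) read afterwards.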
ATXN2 expr inh: Primary qHTS for Inhibitors of ATXN expression; HEK-293 ATXN2-luciferase reporter, luminescence, 24 h; Potency, µM (doses to about 57 µM), inactives show at the highest dose activity change, negative = inhibition, usual class: inhibitors; actives 0.72% (n = 360,000); AID 1745845, 2022; note: potency is the fitted concentration of half-maximal effect; % is set by controls: 0 for no effect and ±100 for the full control effect; nearly all actives have a fitted effect of over 55% in size
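ATXN2-luciferase reporter cells (luciferase flanked by upstream and downstream ATXN2 gene portions) were treated 24 h at 37 °C with compounds at up to 57 uM. SteadyGlo luminescence gave expression; GF-AFC fluorescence gave viability.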
MCF10A rereplic: A quantitative high throughput screen for small molecules that induce DNA re-replication in MCF 10a normal breast cells | MCF 10A DNA re-replication, Hoechst nuclear intensity, 48 h | Potency, µM (highest dose often 46.1 µM), for inactives: top-dose activity, positive = re-replication, actives largely listed as activators | actives 2.9% (n = 350,000); note: potency is the fitted concentration of half-maximal effect; % of control where 0% means no effect; nearly all actives have a fitted effect of over 50% in size
Nrf2 ARE act: qHTS of Nrf2 Activators; actives 0.31% (n = 410,000); AREc32 ARE-luciferase reporter (MCF7-derived line), luminescence, 24 h; Potency, µM (doses to about 46.1 µM), for the others: at the highest dose activation, most hits filed as activators; AID 624171, 2012; note: potency is the fitted concentration of half-maximal effect; % of control where 0% means no effect; nearly all actives have a fitted effect of over 65% in size
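Quantitative high-throughput format: AREc32 reporter cells, 1000 per well, received compound by pin transfer and were incubated 24 hr at 37 deg C, 5% CO2, before Steady-Glo luminescence detection.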
* marks the source's active call; other numbers are inactive results; i = inactive; ? = inconclusive; nt = not tested or not shown; [ ] = remark or other dose. Unless noted, calls come from the whole dose curve; as a rule, active = well fitted curve in the direction sought with a large enough effect; inconclusive = small, poorly fitted or top-dose-only effect, or another doubt; inactive = no such curve, though single readings can be large; an effect the other way counts as inactive or inconclusive. An unsorted share of the library; about 8.8% have a hit in one of these screens.

SMILES | Nrf2 inh | TGFb inhibitor | ATXN viability | IL-1B inflam inh | HepG2 tox | A549 tox | ATXN2 expr inh | MCF10A rereplic | Nrf2 ARE act
CCOC(=O)c1c(C)[nH]c(C(=O)COC(=O)CN2C(=O)C3CCCCC3C2=O)c1C (stereo unspecified) | 1% | 5% | i | 14 | -17% | 1% | 1% | 1% | 0.0%
COc1cc(C#N)ccc1OCC(=O)N1CCc2ccccc2C1 | 7% | 4% | i | -12 | 7% | 1% | 2% | -4% | 0.1%
CCCCC(=O)NCCc1ccc(OC)cc1 | 7% | -6% | i | 3 | -1% | 0% | 3% | -6% | -0.3%
O=C(N/N=C/c1ccc([N+](=O)[O-])cc1)C(=O)N1CCCC1 | 26% | 18% | i | 22 | -10% | 0% | 8% | 2% | -0.7%
O=C(CSc1nc(NS(=O)(=O)c2ccccc2)cc(=O)[nH]1)Nc1ccccc1Cl | 15% | 18% | i | 25 | 36% | -1% | -9% | 4% | -0.2%
Cc1noc(NS(=O)(=O)c2ccc(NC(=O)/C=C/c3ccc(C(C)C)cc3)cc2)c1C | -8% | -15% | i | 19 | -4% | -4% | 5% | 6% | -0.3%
C=C(C)COc1ccc(-c2ncncc2-c2ccccc2)c(O)c1 | -10% | 0% | i | ? | -13% | 8% | -4% | 12% | 0.0%
Cc1nc(-c2nnc(SCC(=O)Nc3ccc(Cl)cc3)n2C)cs1 | 14% | 19% | i | 14 | 2% | 5% | -17% | 5% | -0.3%
CCN(CC)c1ccc(/C=N/N2CCN(Cc3ccc(Cl)cc3)CC2)c(O)c1 | 2% | -5% | i | 19 | -10% | -1% | -7% | 15% | -0.5%
C[C@H](NC(=O)c1nc[nH]c1C(=O)NCCCCCN)C(=O)OC(C)(C)C | 1% | 0% | i | 11 | 3% | -5% | 2% | 6% | 0.4%
CCOc1ccc(NC(=O)CCc2c(C)nn(-c3ccc(N4CCCC4)nn3)c2C)cc1 | ? | -15% | nt | nt | -9% | 1% | nt | nt | 0.6%
CCOc1ccc(/C=C/c2nc(C#N)c(NC(C)CC)o2)cc1 (stereo unspecified) | 11% | -25% | nt | nt | -20% | 0% | nt | nt | 0.2%
CCCn1c2ccccc2c2cnn(CC(=O)N3CCN(C4CCCCC4)CC3)c(=O)c21 | -6% | 2% | i | 0 | 9% | -6% | 8% | 14% | 0.0%
COc1ccc(C(=O)NC2CCc3ccccc32)cc1OC1CCN(C(C)=O)CC1 (stereo unspecified) | -17% | 3% | i | 14 | -1% | -4% | 0% | -5% | -0.3%
CCN1C(=NCCN2CCOCC2)N[C@@H](c2ccccc2)C(C(=O)OC)=C1C | 0% | -3% | i | -4 | 5% | 3% | -5% | -11% | 0.2%
O=C(/C=C/c1ccco1)Nc1cccc(NC(=O)/C=C/c2ccco2)n1 | 17% | -27% | ? | 10 | -16% | 1% | 25% | ? | ?
CCOc1ccc(-n2c(SCC(=O)NCc3ccco3)nnc2-c2c[nH]c3ccccc23)cc1 | ? | -17% | ? | -29 | -14% | 0% | ? | 1% | 10%
Nc1c(/C=C2/C=CC(=O)C(O)=C2)c(=O)nc2sc(CC(=O)N3CCCC3)nn12 | 0% | 9% | i | 29 | -14% | ? | nt | -3% | 0.0%
CCOC(=O)c1ccc(S(=O)(=O)NNC(=O)COc2ccccc2C)cc1 | -16% | 0% | i | 15 | 1% | -1% | 5% | 4% | -0.7%
O=C(OCc1cccc(C(F)(F)F)c1)c1ccc(-c2nnn(Cc3ccc(F)cc3)n2)cc1 | 4% | 3% | i | nt | -3% | 7% | 4% | nt | -1.2%
Cc1cc(NC(=O)CSc2nnc(-c3cccnc3)n2C)no1 | nt | -2% | i | 7 | -7% | 8% | -1% | 0% | 0.2%
CC(NC(=O)Cn1c(=O)oc2cc(S(=O)(=O)N3CCCCCC3)ccc21)c1ccccc1 (stereo unspecified) | 15% | nt | nt | nt | -4% | 4% | nt | nt | 0.0%
CCOC(=O)N1CCN(C(=O)c2oc3ccc(S(=O)(=O)N4CCOCC4)cc3c2C)CC1 | -7% | 9% | i | 13 | -13% | -2% | -33% | -3% | -0.3%
O=C(CCC(=O)c1cccs1)Nc1ccc(N2CCCCC2)cc1 | ? | 2% | i | 36 | 1% | 2% | 1% | -6% | 2.0%
CCC(C)(C)n1nnnc1C(c1ccc(O)cc1)N1CCc2ccccc2C1 (stereo unspecified) | 11% | 6% | i | 31 | -2% | 0% | 12% | 12% | 4.3%
CCCCCCCc1nc2nc(C)c(Br)c(=O)n2[nH]1 | 17% | -17% | i | 17 | -15% | -13% | 4% | 9% | -0.2%
COc1cccc(O)c1CN1CCC(C(=O)Nc2ccc(-c3cccc(C)c3)cc2)CC1 | ? | ? | i | -95* | 13µM* | ? | ? | ? | -3.4%
N#CC1=C(Nc2ccccc2Cl)SC(c2ccncc2)NC1=O (stereo unspecified) | nt | -14% | i | -12 | 4% | nt | 3% | nt | 3.1%
O=C(CSCC(=O)N1CCCc2ccccc21)Nc1nc(-c2ccccc2)cs1 | ? | -25% | ? | 30 | -13% | 13% | ? | 25% | 8.3%
NC(=O)c1cc([N+](=O)[O-])c(Cl)cc1NCc1ccncc1 | 5% | ? | ? | 6 | 6% | -11% | -4% | ? | ?
Cc1nc2ncccn2c1-c1csc(Nc2ccccc2)n1 | ? | ? | i | -1 | -25% | -3% | 24% | 11% | 16%
CCOc1ccc(CNC(=O)c2cnc3sc(N4CCOCC4)nn3c2=O)cc1OC | ? | 0% | nt | nt | -8% | 14% | nt | nt | 0.3%
Cc1ccc2nc(N3C(=O)C(O)=C(C(=O)c4cc5ccccc5o4)C3c3cccs3)sc2c1 (stereo unspecified) | ? | 1% | i | 10 | -18% | -15% | 38%[activator] | 5.8µM* | 5.3%
CCOc1ccc(C(=O)NC2CC3CCCC(C2)N3CC(C)C)cc1 (stereo unspecified) | 4% | 18% | i | -20 | -3% | -4% | -25% | -1% | -0.4%
CCOC(=O)C1C(=O)CC(C)(O)C(C(=O)OCC)C1c1cccc(OC(F)(F)C(F)F)c1 (stereo unspecified) | 1% | 17% | i | -9 | -26% | 7% | 8% | 13% | 1.9%
NC(=O)Cn1cnc2c(nnn2-c2cccc(Cl)c2)c1=O | 0% | 0% | i | -21 | 0% | 0% | 1% | 0% | 0.1%
O=C(O)c1cc(NS(=O)(=O)c2ccc(N3CCOCC3)c([N+](=O)[O-])c2)cc(C(=O)O)c1 | -5% | -14% | i | 36 | -14% | 3% | -9% | 0% | -1.6%
O=C(CC1NCCNC1=O)Nc1ccc(F)c(Cl)c1 (stereo unspecified) | -3% | ? | i | nt | -28% | -8% | 15% | nt | 0.8%
c1ccc(-n2c(-c3ccco3)nnc2-c2ccco2)cc1 | 5% | 19% | i | -12 | 0% | 0% | -12% | 15% | -0.6%
CCCNC(=O)c1cc(C2CCCCN2S(=O)(=O)c2ccc(F)cc2F)on1 (stereo unspecified) | nt | 8% | i | 67 | -1% | nt | -16% | nt | -0.2%
Cc1ccc(S(=O)(=O)N(CC(=O)Nc2ccc(C)c(Cl)c2)C(=O)N2CCN(C)CC2)cc1 | 3% | -14% | i | -19 | -25% | 1% | 6% | 1% | 0.2%
O=c1c2c(-c3ccccc3)csc2ncn1/N=C/c1cn(-c2ccccc2)nc1-c1cccs1 | 5% | 11% | nt | nt | 0% | -1% | nt | nt | nt
CCNC(=O)C1(C)CCCN(C(=O)c2cccc(C)c2C)C1 (stereo unspecified) | nt | -4% | i | 16 | 0% | nt | 4% | nt | 0.5%
CCOc1ccc(C2c3c(-c4cc(C)ccc4O)n[nH]c3C(=O)N2Cc2cccnc2)cc1OCC (stereo unspecified) | 17% | -17% | i | nt | -18% | 1% | 8% | nt | 4.3%
COc1ccc(N2CC(C(=O)N3CCN(c4ccccc4F)CC3)CC2=O)cc1 (stereo unspecified) | -11% | 11% | i | -2 | 0% | 4% | 0% | -30% | -1.5%
O=C(Nc1ccon1)c1nc[nH]c1C(=O)N1CCN(c2ccccc2)CC1 | -6% | 6% | i | -6 | -18% | 6% | 11% | -1% | 0.1%
COc1ccc(NS(=O)(=O)c2ccc(NS(=O)(=O)c3cccc(C(=O)O)c3)cc2)cc1 | 0% | 35%[activator] | i | 3 | 23% | 6% | -5% | 1% | -0.5%
CC1CN(c2oc(-c3ccco3)nc2C#N)CC(C)O1 (stereo unspecified) | 3% | 3% | i | -19 | -5% | -4% | 6% | -8% | ?
CCn1c(=O)c2cc(C(=O)NCCOC)sc2c2ccccc21 | 21µM* | 0% | i | ? | -12% | 4% | 6% | 13% | -0.1%
Cc1ccc(-n2ncc3c(N4CCCCCC4)ncnc32)cc1 | nt | -1% | i | nt | -1% | 3% | ? | nt | -2.6%

Single records, from the list above. Values in the order: Nrf2 inh | TGFb inhibitor | ATXN viability | IL-1B inflam inh | HepG2 tox | A549 tox | ATXN2 expr inh | MCF10A rereplic | Nrf2 ARE act
`COc1ccc(NS(=O)(=O)c2ccc(NS(=O)(=O)c3cccc(C(=O)O)c3)cc2)cc1` is listed as 0% | 35%[activator] | i | 3 | 23% | 6% | -5% | 1% | -0.5%
`CCn1c(=O)c2cc(C(=O)NCCOC)sc2c2ccccc21` is listed as 21µM* | 0% | i | ? | -12% | 4% | 6% | 13% | -0.1%
`Cc1ccc(-n2ncc3c(N4CCCCCC4)ncnc32)cc1` is listed as nt | -1% | i | nt | -1% | 3% | ? | nt | -2.6%
`O=c1c2c(-c3ccccc3)csc2ncn1/N=C/c1cn(-c2ccccc2)nc1-c1cccs1` is listed as 5% | 11% | nt | nt | 0% | -1% | nt | nt | nt

Source: PubChem BioAssay
